Screening results as filed in PubChem.
Sm TGR block: inhibitors of Schistosoma mansoni thioredoxin glutathione reductase; purified TGR, DTNB reduction, TNB absorbance 405 nm; Potency, µM (highest dose often 114 µM), without a hit: top-dose activity change, negative = inhibition, usual class: inhibitors; actives 3% (n = 360,000); Q962Y6; further: potency means the concentration at half of the fitted maximal effect; nearly all actives have a fitted effect of over 60% in size
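First, TGR (20 nM dispensed) and NADPH were mixed with compound. Second, a 15 min room-temperature incubation followed. Third, further NADPH and then DTNB were added to start the reaction. Finally, TNB absorbance was monitored kinetically.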
HCV inh: blocks hepatitis C virus; Huh7.5.1 HCVcc-Cre infection, luciferase reporter, 44 h; Potency, µM (top dose mostly 41.8 µM), without a hit: top-dose activity change, negative = inhibition, most hits filed as inhibitors; actives 3.4% (n = 340,000); AID 651820; further: potency means the concentration at half of the fitted maximal effect
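Compounds are dispensed onto cells plated 4 h earlier at 1,000 per well, with HCVcc-Cre virus (about 0.5 moi) added next. Following 44 h of culture, luminescent signal is measured for 15 sec after 15 min with substrate at room temperature.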
HCMV inh: inhibitors of human cytomegalovirus; actives 4.5% (n = 410,000); HFF cells, HCMV-luciferase reporter, 72 h; active compounds read low; AID 1259415; activity change, negative = inhibition, % at 57.5 µM; in the data active means activity change below about -60%; inconclusive means no clear call, values can overlap the other calls; inactive means above about -39%
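HFF cells seeded 16 h at 37C, treated with compounds, infected with luciferase-reporter HCMV at MOI 1 PFU/cell; luciferase read at 72 h post infection, normalized to buffer-only and Salinomycin controls.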
AmpC inh detg: blocks E. coli AmpC beta-lactamase in detergent assay; P00811; actives 0.041% (n = 370,000); AID 485294; Potency, µM (highest dose often 114 µM), without a hit: at the highest dose activity change, negative = inhibition, actives largely listed as inhibitors; AmpC hydrolysis of nitrocefin, absorbance 480 nm, 0.01% Triton;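 further: potency means the concentration at half of the fitted maximal effect; 0% = no-compound wells and -100% = no-enzyme wells; nearly all actives have a fitted effect of over 25% in size; some results filed as inactive show a strong effect at the top dose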
Target sequence (P00811 whole entry, looked up): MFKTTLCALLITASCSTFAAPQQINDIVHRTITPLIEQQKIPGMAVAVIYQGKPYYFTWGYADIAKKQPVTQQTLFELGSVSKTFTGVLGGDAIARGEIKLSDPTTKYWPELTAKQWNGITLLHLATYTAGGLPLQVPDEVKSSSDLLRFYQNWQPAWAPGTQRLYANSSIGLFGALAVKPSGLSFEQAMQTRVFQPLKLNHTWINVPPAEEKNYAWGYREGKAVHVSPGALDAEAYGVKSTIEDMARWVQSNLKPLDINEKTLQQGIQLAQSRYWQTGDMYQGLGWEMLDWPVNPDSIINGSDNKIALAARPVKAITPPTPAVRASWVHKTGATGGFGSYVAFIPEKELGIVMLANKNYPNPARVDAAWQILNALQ
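20 mM phosphate pH 7.0 + 0.01% (detergent screen) or 0.0001% Triton X-100; 5.3 nM AmpC reagent; cpd preinc 15 min RT; nitrocefin (800 uM stock) to start; A480 q20 s × 4 min; Activity was normalised to no-enzyme and no-compound control wells.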
FBPA Giardia inh: Giardia lamblia aldolase inhibition; A8B2U2; actives 0.71% (n = 290,000); Potency, µM (top dose mostly 59.6 µM), inactives show at the top dose activity, negative = inhibition, actives largely listed as inhibitors; purified Giardia FBPA; AID 2451; further: potency means the concentration at half of the fitted maximal effect; nearly all actives have a fitted effect of over 55% in size
Target sequence (A8B2U2 whole entry, looked up): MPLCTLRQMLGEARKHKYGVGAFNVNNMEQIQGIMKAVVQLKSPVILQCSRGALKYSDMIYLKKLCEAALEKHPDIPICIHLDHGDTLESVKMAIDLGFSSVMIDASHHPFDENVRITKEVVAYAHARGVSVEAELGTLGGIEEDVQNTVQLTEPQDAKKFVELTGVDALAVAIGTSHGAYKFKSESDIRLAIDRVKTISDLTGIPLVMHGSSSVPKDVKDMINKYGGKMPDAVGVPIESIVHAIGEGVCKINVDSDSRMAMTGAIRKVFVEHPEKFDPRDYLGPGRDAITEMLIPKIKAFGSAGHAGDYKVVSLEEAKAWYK
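40 nM FBPA preincubated 10 min at RT with compound (up to 57.5 uM final), then substrate plus GAPDH/TPI/NAD/arsenate coupling and diaphorase/resazurin added. Fluorescence read after 20 min at RT, 525/598 nm.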
AmpC no deterg: inhibitors of E. coli AmpC beta-lactamase without detergent. P00811. AmpC nitrocefin hydrolysis, absorbance 480 nm, 0.0001% Triton. Potency, µM (top dose mostly 57.1 µM), without a hit: at the top dose activity change, negative = inhibition, most hits filed as inhibitors. actives 0.52% (n = 330,000). AID 485341;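 further: potency means the concentration at half of the fitted maximal effect; plate controls were no compound for no effect and no enzyme for full effect; nearly all actives have a fitted effect of over 20% in size; some results filed as inactive show a strong effect at the top dose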
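20 mM phosphate pH 7.0 + 0.01% (detergent screen) or 0.0001% Triton X-100; 5.3 nM AmpC reagent; cpd preinc 15 min RT; nitrocefin (800 uM stock) to start; A480 q20 s × 4 min; Activity was normalised to no-enzyme and no-compound control wells.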
Numbers without * were called inactive; ? = inconclusive; / = not tested or not shown; & = joins results of further samples; [ ] = another dose, or the depositor's remark. Unless noted, the call rests on the fitted dose curve; in most records, active means well fitted curve in the direction sought with a large enough effect; inconclusive means small, poorly fitted or top-dose-only effect, or another doubt; inactive means no such curve, though single readings can be large; an effect the other way counts as inactive or inconclusive. Unless noted, on the % scale 0 is the no-effect control and ±100 the full control effect.

mol	Sm TGR block	HCV inh	HCMV inh	AmpC inh detg	FBPA Giardia inh	AmpC no deterg
N#CNC(=Nc1cccc(F)c1)SCc1cccc(F)c1	-7%	-9%	?	-7%	4%	-36%
CCOc1cc2c(cc1OCC)CN(CC(=O)Nc1ccccc1C(=O)NC1CC1)CC2	-9%	15%	1	?	/	12%
CC(/C=C/c1ccccc1)=N/NC(=O)CNC(=O)c1ccccc1F	-3%	-27%	?	6%	-2%	-22%
CCOC(=O)C(C)Sc1nc(-c2ccc(OC)cc2)nc2c1c(=O)n(C)c(=O)n2C (configuration not stated)	0%	-3%	/	?	5%	-2%
O=C(NCc1cccc(Cl)c1)c1ccc(NC(=O)N2CC3CCCN3c3ccccc32)cc1 (configuration not stated)	-2%	/	4	?	/	/
CCC(Sc1nc2ccccc2o1)C(=O)Nc1nnc(C)s1 (configuration not stated)	2%	1%	27	7%	0%	-23%
O=C(c1cc(COc2ccc3ncccc3c2)on1)N1CCCC(O)C1 (configuration not stated)	0%	?	-63*	7%	-5%	-16%
O=C(Cn1cc(S(=O)(=O)Cc2cccc(Cl)c2)c2ccccc21)Nc1ccccc1Cl	-10%	/	0	0%	/	/
Cc1oc(-c2ccc(Cl)cc2)nc1CN1CCC(C(=O)NCc2cccnc2)CC1	-7%	14µM*	/	4%	5%	96%[activator]
CCOC(=O)c1c(NC(=O)C2C3CCC(O3)C2C(=O)O)sc(C)c1-c1ccc(F)cc1 (configuration not stated)	0%	11%	?	-10%	?	-1%
Cc1ccsc1C(=O)Nc1nccs1	13%	12%	-10	?	?	-10%
CCCCNC(=S)NNc1c(Cl)cc(Cl)cc1Cl	?	1%	-17	-15%	-9%	-47%
CSCC(=O)NCC1(N(C)Cc2ccccc2)Cc2ccccc2C1	9%	-1%	-3	-5%	10%	25%
CC(C(=O)N1CCCCC1)n1sc2ccccc2c1=O (configuration not stated)	-2%	5%	8	1%	7%	-5%
COc1cccc(Oc2c(C)oc3c(CN4CCCCC4)c(O)ccc3c2=O)c1	1%	-16%	-19	0%	1%	8%
CCOC(=O)CNC(=O)c1ccc(C#CC2(O)CCCCC2)cc1	0%	-21%	57	?	4%	-9%
COCCCNC(=O)CN1C(=O)c2ccccc2C1=O	-1%	-2%	58	-15%	4%	-10%
O=c1[nH]c(C2CCN(S(=O)(=O)c3ccc4c(c3)OCCO4)CC2)nc2c1nnn2Cc1ccc(F)cc1	3%	-20%	?	-4%	0%	1%
CCOc1ccc(C2Nc3c(C)cccc3-c3cc(C)nn32)cc1 (configuration not stated)	-1%	/	-4	21%	/	/
Cc1cc(O)c(NC(=O)c2cccc([N+](=O)[O-])c2)cc1C	7%	-1%	60	-3%	0%	-12%
O=C(CSc1ncccc1-c1nc2ccccc2[nH]1)NC1CC1	5%	-4%	46	-21%	-2%	-23%
N#Cc1c(-n2cccc2/C=N/O)sc2c1CCCC2	7%	-9%	?	?	13%	-20%
CCc1ccc(C2CC(=O)Nc3cc4c(cc32)OCO4)cc1 (configuration not stated)	-4%	/	-16	-9%	/	/
CN(C(=O)C1CCN(c2ncnc3c2nc2n3CCCCC2)CC1)c1ccccc1F	4%	/	?	2%	/	/
N=c1c2c(-c3ccccc3)c(-c3ccccc3)oc2ncn1Cc1ccco1	-10%	6.3µM*	21	0%	-4%	35%
COc1cccc(OC)c1C(=O)Nc1ccc(N2CCN(S(C)(=O)=O)CC2)cc1	1%	-2%	36	-14%	-4%	0%
O=C(CSc1nc(-c2ccccc2)cs1)NC(=O)NCc1ccco1	-36%	?	-14	?	-4%	-21%
O=C(O)CC/C(=N/Nc1ccc([N+](=O)[O-])cc1)C(=O)O	45%[activator]	1%	-37	-3%	5%	-13%
CCOC(=O)C1(CCCc2ccccc2)CCN(C(=O)C(C)n2cncn2)CC1 (configuration not stated)	7%	10%	-8	3%	4%	232%[activator]
COc1ccccc1Cc1noc(COc2cccc(C)c2C)n1	-7%	-17%	1	-5%	-1%	-10%

2 records picked at random from those above, as already listed:
mol	Sm TGR block	HCV inh	HCMV inh	AmpC inh detg	FBPA Giardia inh	AmpC no deterg
CCc1ccc(C2CC(=O)Nc3cc4c(cc32)OCO4)cc1 (configuration not stated)	-4%	/	-16	-9%	/	/
COc1cccc(OC)c1C(=O)Nc1ccc(N2CCN(S(C)(=O)=O)CC2)cc1	1%	-2%	36	-14%	-4%	0%

Next compounds:
mol	Sm TGR block	HCV inh	HCMV inh	AmpC inh detg	FBPA Giardia inh	AmpC no deterg
C=CCn1ncc(OC)c(Cl)c1=O	1%	5%	54	-8%	2%	-13%
CC(=O)N1CCc2cc(Br)cc(S(=O)(=O)NCCCN3CCCC(C)C3)c21 (configuration not stated)	20%	3%&1%	44	-6%	-3%	-19%
C#CCO[C@@H]1C[C@H](n2ccc(NC(=O)c3ccccc3)nc2=O)O[C@@H]1CO	?	7%[8.37 µM]	21	-1%	13%	-26%
CCOc1ccc(NCc2nnc(SCc3ccccc3Cl)n2-c2ccccc2)cc1	13%	?	-10	4%	0%	46%
O=C(CN1CCOCC1)N1CCN(c2nnc(-c3ccccc3)c3ccccc23)CC1	?	-6%	51	-4%	7%	53%
CCCCOC(=O)c1ccc(NC(=O)c2c(Cl)ccc(Cl)c2OC)cc1	6%	?	-25	-9%	-6%	-10%
COc1cc(C2Nc3cccc4cccc(c34)N2)cc(OC)c1O	?	?	-6	-3%	?	32µM*
C/C(=N\NC(=O)c1cc(C2CC2)nc2ccccc12)c1ccc(O)cc1O	-6%	6.3µM*	-61*	?	-7%	?
CCOc1ccc2nc(NC(=O)c3cc([N+](=O)[O-])ccc3N3CCOCC3)sc2c1	6%	?	-35	-10%	-1%	-6%
CCOc1cc(S(=O)(=O)Nc2ccccn2)ccc1F	-14%	3%	-20	1%	0%	-15%
Cc1cnc(C(=O)OCC(=O)NC2CCCCC2)cn1	5%	-1%	-11	-13%	14%	-26%
Cc1ccc(S(=O)(=O)N2CCOCC2)cc1C(=O)OCC(=O)NCCc1ccccc1	/	10%	0	/	/	31%
CC1CCN(C(C(=O)Nc2ccc(C(C)C)cc2)c2ccc3c(c2)OCO3)CC1 (configuration not stated)	-2%	-12%	-24	?	-15%	-7%
COc1ccc(-c2[nH]c3ccccc3c2SCCN)cc1	2%	?	?	2%	0%	-24%
O=C(NCc1c(Cl)cccc1Cl)c1ccc2nnsc2c1	-1%	-25%	-18	-2%	-1%	16%
CCCCNc1nc2c(c(=O)n(Cc3ccccc3)c(=O)n2C)n1C	8%&1%	-7%	-14&-17	-2%&12%	5%	-3%
CC(C)CCN1CCC(C)(NC(=O)c2ccccc2)C1=O (configuration not stated)	-5%	22%	9	4%	/	2%
COCCCn1c(=O)c2sccc2n2c(CCCC(=O)Nc3cccc(C(F)(F)F)c3)nnc12	0%	/	?	5%	/	/
Cc1ccc(-n2c(C)cc(/C=c3/sc4nc5ccccc5n4c3=O)c2C)cc1	-30%	-2%	/	-1%	3%	-3%
Cc1cc(C)c(NC(=O)CN2C(=O)CCSc3ccc(S(=O)(=O)N4CCCC4)cc32)c(C)c1	-1%	/	?	0%	/	/
Cc1onc(-c2ccccc2)c1C(=O)NC1CCC(C)CC1 (configuration not stated)	-4%	6%	-18	-17%	/	-4%
Cc1c(C=O)c2ccccn2c1C(=O)c1ccc(Cl)c([N+](=O)[O-])c1	-23%	22%	-31	-9%	2%	-19%
O=C(CSc1nnnn1Cc1ccccc1)c1ccccc1	1%	-5%	8	-14%	0%	-44%
Cc1ccc(-c2ccc(=O)n(CC(=O)Nc3ccc4c(c3)OCCO4)n2)cc1	17%	-29%	10	2%	2%	0%
O=C(NC1CCCCCC1)C1CCN(C(=O)c2ccc(Br)cc2)CC1	-15%	0%	-8	-2%	/	58%
COc1ccc(CCNC(=O)CCCn2c(=O)c3ccccc3n(CC(=O)Nc3c(C)cc(C)cc3C)c2=O)cc1OC	1%	/	-8	20%	/	/
COc1cc(OC)cc(-c2c(-c3ccsc3)c3cc(Br)ccc3n2C)c1	-11%	4%	-23	-9%	/	-15%
Cn1c(SCc2c(Cl)cccc2Cl)nc(C(F)(F)F)cc1=O	4%	-12%	-37	?	0%	-24%
Cc1ccc(S(=O)(=O)NCC(c2ccc(N(C)C)cc2)N2CCCC2)cc1 (configuration not stated)	-10%	/	-7	12%	/	/
O=C(CSc1nnc2c(n1)[nH]c1ccc(F)cc12)N1CCOCC1	56%[activator]	2%	-6	-6%	0%	-8%

Overlap with the part before: two entries; new compounds follow.
mol	Sm TGR block	HCV inh	HCMV inh	AmpC inh detg	FBPA Giardia inh	AmpC no deterg
Cc1ccc(S(=O)(=O)NCC(c2ccc(N(C)C)cc2)N2CCCC2)cc1 (configuration not stated)	-10%	/	-7	12%	/	/
O=C(CSc1nnc2c(n1)[nH]c1ccc(F)cc12)N1CCOCC1	56%[activator]	2%	-6	-6%	0%	-8%
Cc1nn(CC(=O)NCCCN2CCCCC2)c(=O)c2cccn12	-1%	-11%	41	-10%	8%	-26%
COc1cc(NC(=O)C2CCN(C(=O)c3sc4nc[nH]c(=O)c4c3C)CC2)cc(OC)c1OC	1%	/	29	3%	/	/
C#CCOCCOCCOCCNc1nc(N2CCN(C(=O)[C@H](Cc3cc4ccccc4[nH]3)n3cc([C@@H](N)C(C)CC)nn3)CC2)nc(N2CCN(C(=O)[C@H](Cc3cc4ccccc4[nH]3)n3cc([C@@H](N)CC(C)C)nn3)CC2)n1 (some centres not stated)	-19%	/	/	-4%	-10%	185%[activator]
COc1cccc(C(=O)Nc2c(C(N)=O)oc3ccccc23)c1	-8%	?	16	?	0%	7.1µM*
CCC(=O)Nc1c(C#N)c2nc3ccccc3nc2n1-c1ccccc1C	-14%	4%	-21	-1%	-4%	-26%
CCOC(=O)C1CCN(C(=O)c2nn(-c3ccc(C)cc3)c(=O)n(C)c2=O)CC1	1%	/	11	-2%	/	/
CC(=O)c1cccc(OCCN2C(=O)NC(C)(C)C2=O)c1	-9%	-6%	-14	-7%	6%	-8%
COc1ccc(CCn2c(O)c(C=Nc3ccccc3F)c(=O)[nH]c2=O)cc1OC	-24%	-1%	-12	-6%	2%	-22%
Cc1ccc(CNS(=O)(=O)c2ccc3c(c2)NC(=O)CS3)cc1	5%	6%	-22	2%	/	-28%
